# FXIIa inh 1536 = inhibitors of human coagulation factor XIIa; purified FXIIa, Boc-QGR-AMC fluorogenic substrate, 2 h; inhibition, % at 5 µM; 220,000 tested, 0.3% active; AID 800; in the data active = inhibition above about 40%;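 also: 0% = enzyme with no compound and 100% = blank without enzyme; many of its hits are not listed in these tables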
# Wee1 stabilizer = blocks degradation of human Wee1 kinase. 220,000 tested, 1.2% active. P30291. reporter increase, % at 5 µM. HeLa Luc-Wee1K328M stability, luciferase luminescence; 100% = proteasome inhibitor MG132 effect;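 active = activation above the mean of all tested compounds plus 3 SD, set per screening run, cut at about 8.8% in these data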;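 also: cells exposed to compound for 20 h before luminescence read; 0% = DMSO alone and 100% = MG132 at 30 µM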
# PERK inh = inhibitors of human PERK kinase; CHO PERK-DD fusion, SEAP luminescence translation reporter; inhibition, % at 5.6 µM; 220,000 tested, 0.17% active; AID 1416;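 active = inhibition above the mean inhibition of all tested compounds plus 3 SD, set separately per screening campaign, cut at about 2.9% in these data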;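 also: PERK kinase domain activated by AP20187 dimerizer at 100 nM; 0% = DMSO with dimerizer and 100% = rapamycin at 8.4 µM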
# Thrombin inh = blocks human thrombin protease activity; P00734; alpha-thrombin, Boc-VPR-AMC fluorogenic substrate cleavage; inhibition, % at 5 µM; 220,000 tested, 0.26% active; AID 1046;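 active = inhibition at or above 40%; inactive = inhibition below 40%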;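 also: 0% = enzyme with no compound and 100% = wells without enzyme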
#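 System: Human alpha-thrombin protein | Medium: pH 7.5 Tris (50 mM) with NaCl 150 mM, Tween 20 0.05% | Times: Enzyme reaction carried out at room temperature | Detection: AMC fluorescence, 355/460 nm | Evaluation: Percent inhibition scaled between no-compound controls and no-enzyme blanks | Benchmarks: Enzyme without compound as high, wells lacking enzyme as low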
# FXIa inh = inhibitors of human coagulation factor XIa; P03951; purified FXIa, Boc-Glu-Ala-Arg-AMC fluorogenic substrate; inhibition, % at 5 µM; 220,000 tested, 0.14% active; AID 798;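 active = inhibition of at least 40%; inactive = inhibition below 40%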;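 also: fluorescence of freed AMC excited at 355 nm; 0% = enzyme without compound and 100% = no enzyme blank; many of its hits are not listed in these tables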
# Target sequence (P03951 19-387 limits assumed): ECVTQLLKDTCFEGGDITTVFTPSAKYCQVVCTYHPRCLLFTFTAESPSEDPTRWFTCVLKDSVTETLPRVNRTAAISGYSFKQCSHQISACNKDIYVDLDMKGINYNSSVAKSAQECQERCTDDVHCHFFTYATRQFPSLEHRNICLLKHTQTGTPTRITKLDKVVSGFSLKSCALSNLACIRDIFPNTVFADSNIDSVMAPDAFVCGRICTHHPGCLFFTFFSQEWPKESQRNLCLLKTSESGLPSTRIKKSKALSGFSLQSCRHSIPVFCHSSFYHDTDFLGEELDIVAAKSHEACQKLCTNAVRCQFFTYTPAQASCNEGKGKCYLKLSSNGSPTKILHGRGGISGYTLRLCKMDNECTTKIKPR
# Target sequence (P03951 388-625 limits assumed): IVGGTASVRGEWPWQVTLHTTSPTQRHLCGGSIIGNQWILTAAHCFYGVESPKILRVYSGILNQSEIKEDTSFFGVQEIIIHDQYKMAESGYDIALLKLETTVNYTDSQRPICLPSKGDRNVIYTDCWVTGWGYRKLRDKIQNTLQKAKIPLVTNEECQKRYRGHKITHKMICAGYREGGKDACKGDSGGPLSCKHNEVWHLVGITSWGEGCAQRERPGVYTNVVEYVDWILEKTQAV
# KCC2 mod = modulates chloride dependent transport by human KCC2; 190,000 tested, 2.2% active; KCC2 cells, thallium flux FluoZin-2 fluorescence; B-score of Tl+ flux slope (higher = more flux/activation; lower = inhibition) at 10 µM; Q9H2X9;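 active = thallium flux slope and its plate-corrected score both differing from the plate sample mean at a set confidence after two filtering rounds, in either direction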;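 also: slope of fluorescence scaled to starting intensity during 10 to 20 s after thallium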
# KLK5 inh = kallikrein 5 (human) inhibition. inhibition, % at 5 µM. 210,000 tested, 0.59% active. Q9Y337. recombinant hK5, fluorogenic AMC substrate cleavage;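 active = inhibition of 40% or more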;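 also: 0% = enzyme controls without compound and 100% = no-enzyme blanks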
# Target sequence (Q9Y337 67-293 limits assumed): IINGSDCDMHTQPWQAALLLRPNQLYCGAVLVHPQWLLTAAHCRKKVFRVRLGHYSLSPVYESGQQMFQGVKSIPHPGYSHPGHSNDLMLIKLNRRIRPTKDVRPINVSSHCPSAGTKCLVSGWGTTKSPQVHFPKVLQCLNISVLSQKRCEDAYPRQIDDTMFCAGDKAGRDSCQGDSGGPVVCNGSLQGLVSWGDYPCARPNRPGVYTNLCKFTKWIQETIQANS
# p97 inhibitor = human p97 ATPase inhibition | P55072 | recombinant p97 ATPase, Kinase-Glo ATP luminescence, 3 h | inhibition, % at 8 µM | 220,000 tested, 0.42% active | AID 1481; in the data active = inhibition above about 15%;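 also: 0% = DMSO vehicle and 100% = wells lacking enzyme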
# Furin inhibitor = inhibitors of human furin | purified furin, fluorogenic substrate cleavage | inhibition, % at 30 µM | P09958 | 220,000 tested, 0.061% active; in the data active = inhibition above about 25%; also: inactives centre near -15
# Numbers without * were called inactive; · = not tested or not shown; [ ] = remark or other dose.
compound	FXIIa inh 1536	Wee1 stabilizer	PERK inh	Thrombin inh	FXIa inh	KCC2 mod	KLK5 inh	p97 inhibitor	Furin inhibitor
CC(Cc1ccccc1)NC(=S)CN1CCCC1=S (stereo not drawn)	8	2	0.5	-3	0	-1.6	0	0	-22
CCOC(=O)C1=C(C)N=C2SC(C(=O)OC)=CC(=O)N2C1c1ccc(OC)cc1 (stereo not drawn)	3	0	0.8	2	0	0.42	-13	-1	-11
CC(C)NC(=O)/C(=N\O)c1ccccc1	9	0	0.6	1	3	0.84	-15	-2	-9[20 µM]
CCCCOC(=O)Nc1ccccc1C(=O)N1CCCC1	9	1	-0.5	-4	7	-0.13	-16	-4	-11
COc1cccc(CNC(=O)C2CCN(Cc3cnn(-c4ccccc4)c3-n3cccc3)CC2)c1	-12	8.9*	-2.2	-1	-10	-0.16	0	-7	-5[20 µM]
O=C(COC(=O)C1CC2C=CC1C2)Nc1cccc(S(=O)(=O)N2CCCCC2)c1 (stereo not drawn)	7	-1	0.4	-2	0	0.038	-15	-3	-22
CCOC(=O)Cc1c(C)nc2cc(-c3ccc(Cl)cc3)[nH]n2c1=O	19	0	1.3	1	4	1.2	-22	-2	-17[20 µM]
COC(=O)[C@@H]1C[C@@]2(O)[C@H](O)[C@H](O)[C@H](O)C[C@H]2N1Cc1ccc(C)s1	3	·	·	-10	-5	-1.5	-3	·	-30
COc1ccc(CNC(=O)C(c2cccs2)N(C(=O)c2csnn2)C2CC2)cc1 (stereo not drawn)	13	3	-0.7	0	1	0.78	6	1	-17
Cn1c(CCNC(=O)c2ccco2)nc2cc(NC(=O)c3ccco3)ccc21	15	0	0.3	-1	3	·	-7	4	-18
O=C(CCl)Nc1ccccc1Sc1ccccc1	0	0	-0.4	-7	-9	-0.78	2	-3	-6[20 µM]
Cc1ccc(OCC(=O)N2CCN(C(=O)c3ccc([N+](=O)[O-])cc3)CC2)cc1	9	1	-0.1	-5	-3	-1.3	5	-3	-15
CC(OC(=O)c1ccc(S(=O)(=O)N(C)C)cc1)C(=O)Nc1ccc(Cl)cn1 (stereo not drawn)	5	-5	1.1	-7	0	0.041	0	3	-20
COc1ccc(Nc2cc(Cl)nc(N)n2)cc1	3	-1	0.5	-10	-3	0.0063	-8	5	-25
CC1CCc2cccc3c2N1c1cc(C#N)c(C#N)cc1O3 (stereo not drawn)	3	1	0.9	5	3	·	28	0	-13
CCCn1c(=O)c2ccccc2n2c(SCc3cc(=O)oc4ccc5ccccc5c34)nnc12	10	-1	0.0	2	5	-1.8	-6	7	-11
Cc1cccc(Oc2ncnc(N)c2[N+](=O)[O-])c1	3	-3	0.9	-8	-3	0.68	-3	4	-16
Cc1ccc(C(=O)Nc2ccc(C(F)(F)F)n(C)c2=O)cc1	4	7	1.1	-2	-3	-0.39	-2	1	-28
Cn1c(N2CCOCC2)c(/C=N/O)c2ccccc21	0	2	-0.7	4	-4	0.013	-5	5	-5
CCc1nnc(NCC(=O)N2CCc3ccccc32)s1	19	-1	0.9	0	5	-0.23	-2	6	-9
COc1ccc(OC)c(NC2c3ccccc3C(=O)N2Cc2ccc3c(c2)OCO3)c1 (stereo not drawn)	14	2	-0.9	-6	-3	-1.8	-17	4	-11
COc1ccc(CCNC(=O)Cn2cccc2C(=O)c2ccccc2)cc1OC	4	-2	-0.2	-6	5	0.016	-21	3	-11
CCCCCC(=O)N/N=C(\C)c1ccccn1	9	1	1.5	4	2	0.1	-163	4	-18[20 µM]
CCOCCSc1nc2c(c(=O)[nH]c(=O)n2C)n1CCCc1ccccc1	9	1	0.2	1	6	·	-2	1	-14
Cc1ccc(C(=O)Nc2nc(-c3cc(Cl)sc3Cl)cs2)cc1	11	0	0.4	7	8	1.8	2	2	-11[20 µM]
C=CCc1ccc(OCCOc2cccc(/C=N/n3cnnc3)c2)c(OC)c1	·	1	-0.3	·	·	-1.3	·	-3	-7[20 µM]
CC(C(=O)NCC1(c2ccccc2)CCCC1)N1CCCC1 (stereo not drawn)	-3	0	0.1	-3	-7	0.73	-3	3	-13[20 µM]
CCCN1CCN(CCCNC(=O)Cn2ncc3c4ccccc4n(C)c3c2=O)CC1	13	-2	-0.5	3	6	-1.3	0	4	-11
NC(=O)CCS(=O)(=O)CCN1CCCCC1	17	0	1.2	3	6	1.1	7	5	-15[20 µM]
Cc1nc(N)c(Cc2ccccc2F)c(N)n1	8	-2	1.1	-12	-3	0.48	-6	3	-21
Cc1ccccc1-n1c(C)cc(/C=C2/C(=N)N3C(c4ccccc4)=CSC3=NC2=O)c1C	12	0	-0.2	-10	1	-0.027	-5	-2	-9
CCCn1c(SCC(=O)NC(C)C23CC4CC(CC(C4)C2)C3)n[nH]c1=O (stereo not drawn)	14	0	-0.9	3	-2	0.53	-7	-1	-23[20 µM]
CCCCn1c(CN(C)Cc2ccccc2)nc2c1c(=O)n(C)c(=O)n2C	6	-2	-1.1	-1	-6	·	-22	-7	-12[20 µM]
CCOC(=O)C(NC(=O)Nc1cccc(C)n1)(OCC(F)(F)F)C(F)(F)F (stereo not drawn)	4	-4	0.5	-6	-7	-0.27	0	3	-31
Cc1cc(=O)[nH]c(SCC(=O)N2CCCc3ccccc32)n1	2	-2	0.2	-4	4	0.8	-1	0	-17[20 µM]
CN(C)c1cc[nH]c(=O)c1C#N	29	-1	-0.3	29	25	-0.59	26	-8	-6[20 µM]
CSc1ccccc1C(=O)N1CCCCC1	3	3	0.7	1	-5	-0.11	-7	3	-21
CCOCCCNC(=O)c1ccc(N2CCCC2)c(NS(=O)(=O)c2ccc(C)cc2)c1	·	-1	-0.6	0	-2	0.56	0	1	-13
COc1ccc(C(=O)C2CCCN(C(=O)CCC3=NNC(=O)CC3)C2)c(C)c1 (stereo not drawn)	8	1	1.6	-6	-2	-0.49	-2	4	-29
Clc1cccc(CSc2ncn(-c3ccccc3)n2)c1	10	4	1.1	0	6	-0.00097	-5	-4	-12[20 µM]
CCN(CC)c1ncnc2sc(C(=O)N3CCN(c4ccccc4)CC3)c(C)c12	16	-2	-0.7	1	3	-2.2	1	1	-4
Cc1ccccc1-c1noc(-c2ccc(Cl)cc2)n1	0	-2	1.3	4	-4	0.9	-9	0	-7[20 µM]
CSC1=NC(C)(C)CC2(C)Nc3ccccc3N12 (stereo not drawn)	5	-2	-0.8	-4	-6	·	-15	-5	-10
COc1ccc(C(=O)N2CCCC(c3ccccc3)=N2)cc1	5	-3	0.5	-2	0	-2.9	-1	1	-23
COc1ccccc1Oc1coc2c(CN(C)C)c(O)ccc2c1=O	12	-2	0.6	1	9	0.13	-38	2	-7[20 µM]
CC1Cc2ccccc2N1CC(=O)NC(=O)NCc1ccco1 (stereo not drawn)	13	0	-0.6	-1	5	-0.4	-11	6	-23[20 µM]
O=C(CN(c1ccccc1)S(=O)(=O)c1ccccc1)NCCSCc1ccco1	22	7	0.0	5	6	-0.83	-28	-1	-19[20 µM]
CCOc1ccc(-c2noc(-c3cccnc3)n2)cc1OCC	11	-2	0.0	1	-5	0.1	-1	-6	-17
O=C(Nc1ccc(Cl)c(Cl)c1)Nc1cc(S(=O)(=O)N2CCOCC2)ccc1N1CCCC1	1	-4	0.2	-10	1	-0.073	-16	10	-17
CCOC(=O)c1ccc(N2C(=O)C3C(/C=C/c4ccccc4)OC4(C(=O)c5ccccc5C4=O)C3C2=O)cc1 (stereo not drawn)	3	-3	0.2	-6	-3	-4.9	-20	2	0
C=Cn1c(C(=O)O)cc(CC)c1-c1ccccc1	-7	2	-0.4	-11	-4	0.27	-4	1	-12[20 µM]
COc1ccccc1S(=O)(=O)Cc1ccc(C(=O)NC2CCCCC2)o1	16	-1	-1.3	-4	0	0.14	-7	-5	-7
CN(C)S(=O)(=O)c1cccc(NC(=S)NC2CCCCC2)c1	5	8	0.1	-11	-4	0.26	-1	-2	-28
O=C(NC(=S)Nc1ccc(NC(=O)c2ccco2)cc1)c1ccccc1	5	5	0.6	-7	4	-1.1	-3	5	-21
COc1ccccc1Nc1ncnc2c1oc1ccccc12	5	2	-1.7	1	-1	·	-1	-4	4
O=C(CNc1ccc2c(c1)OCO2)N/N=C\c1ccccc1Cl	13	4	2.1	-2	11	-0.059	-4	3	-17
COC(=O)c1ccc(N2CCN(S(=O)(=O)c3ccc(C)cc3)CC2)c([N+](=O)[O-])c1	12	-3	0.0	5	4	1.1	-11	1	-24[20 µM]
Nc1ccc(O)c(-c2nc3ccccc3s2)c1	12	-1	0.4	0	5	·	1	-4	-7
Nc1nc(CN2CCN(c3ccccn3)CC2)nc(Nc2ccc(Cl)cc2)n1	-8	0	-1.6	-1	-12	-1.4	-3	-4	-14
O=C(COc1cccc(Br)c1)N/N=C1\CCCc2ccccc21	2	-1	0.0	-3	0	1.9	-3	5	-28

# Continuation:
compound	FXIIa inh 1536	Wee1 stabilizer	PERK inh	Thrombin inh	FXIa inh	KCC2 mod	KLK5 inh	p97 inhibitor	Furin inhibitor
CCCCn1c(N)c(N(CC)C(=O)c2cc(OC)cc(OC)c2)c(=O)[nH]c1=O	13	11*	0.9	0	2	-0.76	4	4	-28
CS(=O)(=O)N(CC(=O)O)c1cccc(Cl)c1	15	-1	1.0	1	2	·	5	3	-23[20 µM]
CC1=CC(=C2C(=O)c3ccccc3C2=O)C=C(C)N1Cc1ccco1	7	4	-1.1	-3	-2	-0.02	12	0	8
Cc1ccc(C)c(Cn2c(CN(C)Cc3ccccc3)nc3c2c(=O)n(C)c(=O)n3C)c1	11	-2	0.2	-1	9	-0.73	-3	0	-31
CCOc1ccc(-n2c(SC(C)C)nc3c(c2=O)SCC3)cc1	8	4	0.0	2	0	-0.29	-8	1	-8
CC(=O)NC1C(c2nc3ccccc3s2)=C(c2ccccc2)C(=O)N1c1ccc(C)cc1 (stereo not drawn)	6	1	-0.5	-4	-9	-1.4	-22	3	-17[20 µM]
COc1cc2c(cc1NC(=O)C(C)Sc1cccc[n+]1[O-])oc1ccccc12 (stereo not drawn)	10	2	-0.6	-2	-1	-2.3	-1	5	-24
c1ccc(CCNc2c3c(nc4ncnn24)CCC3)cc1	10	1	-0.7	-5	7	-1.6	3	6	-29
COc1ccc(CNC(=S)Nc2ccc(OC)cc2)cc1	11	3	1.2	-2	5	0.32	-14	7	-21
Cc1ccc(Oc2nc3ccccn3c(=O)c2/C=C(\C#N)C(=O)Nc2c(C)n(C)n(-c3ccccc3)c2=O)cc1	9	1	0.2	14	12	1.6	38	-2	-10
O=C(COC(=O)/C=C/c1ccco1)NCc1ccc2c(c1)OCO2	6	0	-0.4	-8	-2	-0.076	-4	-2	-25
COC(=O)c1[nH]c2c(c1C)C(=O)CC(c1ccc(C)cc1)C2 (stereo not drawn)	7	-1	-0.2	1	2	·	-13	-2	-13[20 µM]
CCOC(=O)C1CCN(c2nc3ccccc3nc2C(C#N)C(=O)OC(C)C)CC1 (stereo not drawn)	8	2	0.1	3	4	-0.11	-11	-2	-13[20 µM]
COc1ccc(C2C(C(=O)NCc3cccnc3)c3cc(OC)c(OC)cc3C(=O)N2C)cc1 (stereo not drawn)	3	5	0.3	-1	-2	0.52	-20	1	-20[20 µM]
O=C(CN(C1CCCCC1)S(=O)(=O)c1ccc(Cl)cc1)NCc1cccnc1	18	2	0.1	3	7	·	6	-3	-10

# From PubChem
